High-throughput results deposited in PubChem BioAssay by The Scripps Research Institute Molecular Screening Center.
CHRM1 agonist – agonists of human M1 muscarinic receptor; P11229; CHO-K1 hM1, Fluo-8 calcium fluorescence, agonist mode; 0% DMSO, 100% acetylcholine EC100; activation, % at 3 µM; 360,000 compounds, 0.33% hits;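 active = activation above the run's mean compound activation plus 3 SD, cut at about 16% in these data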;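 also: peak over basal fluorescence ratio within a 140 s kinetic read after compound addition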
CHRM4 agonist – agonists of human muscarinic M4 receptor (CHRM4); AID 624127; P08173; CHO-K1 hM4/Gqi5, Fluo-8 calcium fluorescence; vehicle 0%, full acetylcholine response 100%; activation, % at 3 µM; 360,000 compounds, 0.14% hits;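 active = activation above the run mean over all test wells plus 3 SD, cut at about 32% in these data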;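 also: peak over basal fluorescence ratio per well then scaled between controls; 0% = DMSO wells and 100% = acetylcholine at EC100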
Target sequence (P08173 whole entry, looked up): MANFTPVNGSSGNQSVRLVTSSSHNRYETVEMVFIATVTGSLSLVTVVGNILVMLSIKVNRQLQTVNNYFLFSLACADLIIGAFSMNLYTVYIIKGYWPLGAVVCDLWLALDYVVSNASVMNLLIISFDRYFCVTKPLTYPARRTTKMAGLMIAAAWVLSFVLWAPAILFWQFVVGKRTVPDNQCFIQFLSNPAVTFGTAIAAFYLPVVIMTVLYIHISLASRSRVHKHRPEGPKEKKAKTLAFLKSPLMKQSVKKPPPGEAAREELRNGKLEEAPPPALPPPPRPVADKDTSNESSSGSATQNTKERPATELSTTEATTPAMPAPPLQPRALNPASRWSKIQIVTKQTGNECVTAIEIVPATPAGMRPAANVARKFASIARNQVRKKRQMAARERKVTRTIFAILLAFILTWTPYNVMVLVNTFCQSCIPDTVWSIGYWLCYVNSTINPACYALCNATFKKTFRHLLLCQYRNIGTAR
CHRM1 PAM – potentiates human M1 receptor response to acetylcholine | P11229 | AID 588819 | activation, % at 3 µM | CHO-K1 hM1, Fluo-8 calcium fluorescence, ACh EC20; 0% = ACh EC20, 100% = maximal ACh | 360,000 compounds, 0.088% hits; in the data active = activation above about 19%, passing the limit was not always enough
M1 antag – blocks human M1 muscarinic receptor; AID 588852; inhibition, % at 3 µM; CHO-K1 hM1, Fluo-8 calcium fluorescence, ACh EC80 antagonist; P11229; 360,000 compounds, 1.3% hits;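 active = percent inhibition above its own plate's cutoff, namely the mean of that plate's compound wells plus 3 SD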;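 also: peak over basal fluorescence ratio during 140 s after agonist addition; 0% = ACh EC80 plus DMSO and 100% = DMSO alone without agonist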
CHRM5 agonist – CHRM5 agonism in calcium assay; CHO-K1 hM5 cells, Fluo-8 calcium fluorescence; 0% DMSO wells, 100% maximal acetylcholine response; AID 624037; 360,000 compounds, 0.19% hits; activation, % at 3 µM;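 active = activation above the run's mean over test compounds plus 3 SD, cut at about 23% in these data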;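 also: signal is peak over basal fluorescence ratio across the kinetic read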
Target sequence (P08912 whole entry, looked up): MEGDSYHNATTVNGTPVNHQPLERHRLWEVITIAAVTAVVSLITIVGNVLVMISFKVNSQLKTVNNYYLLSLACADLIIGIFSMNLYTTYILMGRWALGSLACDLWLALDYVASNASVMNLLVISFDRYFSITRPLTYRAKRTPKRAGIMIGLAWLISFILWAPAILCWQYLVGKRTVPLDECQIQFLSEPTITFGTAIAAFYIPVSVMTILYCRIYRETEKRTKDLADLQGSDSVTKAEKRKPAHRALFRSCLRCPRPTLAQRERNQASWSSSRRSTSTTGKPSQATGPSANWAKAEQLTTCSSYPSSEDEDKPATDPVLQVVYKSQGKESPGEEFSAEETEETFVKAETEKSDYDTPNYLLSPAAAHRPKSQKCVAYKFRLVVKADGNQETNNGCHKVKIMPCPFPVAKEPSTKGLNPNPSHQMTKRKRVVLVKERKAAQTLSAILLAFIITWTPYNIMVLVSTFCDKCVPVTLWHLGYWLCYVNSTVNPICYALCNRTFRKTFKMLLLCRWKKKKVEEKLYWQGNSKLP
CHRM5 PAM – potentiates acetylcholine response at human M5 receptor; P08912; CHO-K1 hM5, Fluo-8 calcium, ACh EC20 PAM; 0% = ACh EC20, 100% = ACh EC100; activation, % at 3 µM; 360,000 compounds, 0.3% hits; AID 624038;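 active = activation above the run cutoff, the mean activation of all test compounds plus 3 SD, cut at about 18% in these data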
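system = human M5 receptor in CHO-K1 cells | compound = one concentration, 3 µM final (nominal) | schedule = Post-acetylcholine fluorescence recording 140 s | signal = Fluo-8 calcium dye fluorescence, kinetic read | benchmarks = low control EC20 acetylcholine (0%), high control EC100 acetylcholine (100%) | repeats = singlicate, one well per test compound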
CHRM5 antagonist – antagonists of human muscarinic M5 receptor (CHRM5) | 360,000 compounds, 0.59% hits | inhibition, % at 3 µM | CHO-hM5 cells, Fluo-8 calcium fluorescence, ACh EC80;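 active = inhibition above a per-plate cutoff, the mean of that plate's test compounds plus 3 SD, cut at about 27% in these data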;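 also: 0% = acetylcholine EC80 with DMSO and 100% = DMSO without agonist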
CHRM4 antagonist – antagonists of human muscarinic M4 receptor (CHRM4). AID 624125. CHO-hM4 cells, ACh EC80, Fluo-8 calcium fluorescence. inhibition, % at 3 µM. 360,000 compounds, 0.73% hits;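 active = inhibition above its plate's cutoff, the mean inhibition of sample wells plus 3 SD, cut at about 27% in these data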;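 also: 0% = acetylcholine EC80 with DMSO and 100% = DMSO without agonist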
TAAR1 agonist – agonists of human TAAR1. CHO RD-HGA16 TAAR1, Fluo-8 calcium fluorescence; vehicle wells 0%, saturating PEA agonist 100%. activation, % at 3 µM. 360,000 compounds, 0.99% hits. AID 624467;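 active = activation above the mean activation of all test compounds in the run plus 3 SD, cut at about 38% in these data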
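Test system: RD-HGA16 (CHO) cells co-expressing Gα16 and hTAAR1 / Benchmarks: DMSO vehicle as 0%, PEA at EC100 as 100% / Repeats: no replicates (n 1) / Measure: % activation from peak over basal fluorescence ratio, DMSO-to-PEA scaled / Timing: 17-24 h plating, Fluo-8 75 min 37 °C, 30 min RT / Technique: kinetic Fluo-8 calcium fluorescence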
Numbers without * were called inactive; nt = no result given.

SMILES	CHRM1 agonist	CHRM4 agonist	CHRM1 PAM	M1 antag	CHRM5 agonist	CHRM5 PAM	CHRM5 antagonist	CHRM4 antagonist	TAAR1 agonist
CC(=O)NC(CCS(C)(=O)=O)C(=O)Nc1cc(Cl)ccc1Cl (stereo not drawn)	-4	5	-4	1	2	-8	7	7	0
C/C=C/CSc1nc2c(c(=O)[nH]c(=O)n2C)n1C(C)C	-3	0	11	-11	-2	3	-5	3	16
Cc1ccc(F)cc1NC(=O)CSCc1nc2sc(C)c(C)c2c(=O)[nH]1	-5	1	-10	24	1	-4	6	3	0
COc1cccc(OCc2cc(C(=O)NCc3cnc4ccccn34)no2)c1	1	14	-6	2	5	-9	1	-8	15
COc1cccc(C(=O)Nc2cccc(-c3ccc(N4CCOCC4)nn3)c2)c1OC	-1	16	-1	-2	3	-16	11	-16	12
CC(=O)Oc1ccccc1/C=C1\CCOC1=O	1	1	-1	-21	2	-7	1	-4	3
C#CCOCCOCCOCCNc1nc(N2CCOCC2)nc(N2CCN(C(=O)Cn3cc(CC(C)O)nn3)CC2)n1 (stereo not drawn)	-3	1	1	3	4	-4	18	-2	1
COCCn1c(SCC(=O)Nc2ccccc2C)nc2c(oc3ccccc32)c1=O	-1	1	4	6	2	-1	-1	6	4
COc1ccc(NC2=Nc3ccccc3N3C2=Nc2c(c(C)nn2-c2ccc(C)cc2)C3c2cccnc2)cc1 (stereo not drawn)	-1	0	8	-8	1	2	-4	-1	5
O=S(=O)(c1ccccc1)c1nc(-c2ccco2)oc1NCCCn1ccnc1	-5	1	0	-9	-4	-1	-5	-17	4
CCc1ccc(NC(=S)N2CCN(c3cccc(OC)c3)CC2)cc1	-2	3	-3	4	2	-6	8	5	1
Cc1ccc(NC(=O)c2c([N+](=O)[O-])cnn2C)cc1C	-8	0	-2	-2	-2	-6	0	-12	0
O=C(/C=C/c1ccccc1)N1CCN(c2c(Cl)cccc2[N+](=O)[O-])CC1	-10	1	-9	-1	-5	-3	12	11	0
CCCN1C(=O)CC(Sc2ncccc2C(=O)O)C1=O (stereo not drawn)	-3	1	4	-4	-2	-2	7	7	2
CC(C)NC(=S)N=Nc1c(O)[nH]c2ccc([N+](=O)[O-])cc12	-3	4	-1	12	0	-5	2	1	1
O=C(NC1CCCCCC1)C1CCN(S(=O)(=O)c2c(Cl)cccc2Cl)CC1	-4	8	0	2	2	1	-3	7	5
CC(=O)c1c(C)[nH]c(C(=O)OCC(=O)Nc2ccc3c(c2)OCCO3)c1C	1	15	-8	10	8	-27	21	8	11
Cc1ccc(-c2c(C)cc3oc(=O)cc(-c4ccccc4)c3c2C)cc1	-2	-1	1	9	0	1	-11	-5	1
CCOc1ccc(NC(=S)N2CCN(S(C)(=O)=O)CC2)cc1	-3	1	5	4	-2	0	-2	-2	2
C/C=C/c1ccc(OCCCCOc2ccccc2C(C)=O)c(OC)c1	-4	6	-1	6	5	-5	7	1	0

Reprinted at random: 4 compounds from above, in no set order.
SMILES	CHRM1 agonist	CHRM4 agonist	CHRM1 PAM	M1 antag	CHRM5 agonist	CHRM5 PAM	CHRM5 antagonist	CHRM4 antagonist	TAAR1 agonist
CC(=O)NC(CCS(C)(=O)=O)C(=O)Nc1cc(Cl)ccc1Cl (stereo not drawn)	-4	5	-4	1	2	-8	7	7	0
O=C(NC1CCCCCC1)C1CCN(S(=O)(=O)c2c(Cl)cccc2Cl)CC1	-4	8	0	2	2	1	-3	7	5
Cc1ccc(-c2c(C)cc3oc(=O)cc(-c4ccccc4)c3c2C)cc1	-2	-1	1	9	0	1	-11	-5	1
Cc1ccc(NC(=O)c2c([N+](=O)[O-])cnn2C)cc1C	-8	0	-2	-2	-2	-6	0	-12	0

Other structures follow:
SMILES	CHRM1 agonist	CHRM4 agonist	CHRM1 PAM	M1 antag	CHRM5 agonist	CHRM5 PAM	CHRM5 antagonist	CHRM4 antagonist	TAAR1 agonist
COC(=O)C(Cc1ccccc1)NC(=O)CCNC(=O)c1ccc(Br)cc1 (stereo not drawn)	-4	2	-5	8	0	3	-1	-13	0
Cc1nn(-c2cc(C)c3ccccc3n2)c2c1C1C(C2)C1(C)C (stereo not drawn)	-2	0	8	-31	2	-5	5	-1	-4
N=c1n(CC(=O)c2ccc(Br)cc2)c2ccccc2n1Cc1ccccc1	-6	1	-6	9	-1	-1	4	8	38*
Nc1ncnc2c1ncn2[C@@H]1O[C@H](C(=O)NS(=O)(=O)c2c(Cl)nc3sccn23)[C@@H](O)[C@H]1O	-1	2	4	-32	2	-1	-1	-6	nt
COc1ccccc1CNC(=O)C(CC(C)C)NS(=O)(=O)c1ccc2c(c1)oc(=O)n2C (stereo not drawn)	-6	0	1	-4	1	-5	0	-22	5
CCCCNC(=O)C1(C)CCN1C(=O)c1cccc(OC(C)=O)c1C (stereo not drawn)	-3	1	0	-7	0	-4	6	-6	2
C[C@H](CO)N1C[C@H](C)[C@@H](CN(C)S(C)(=O)=O)Oc2c(NC(=O)C3CCCCC3)cccc2C1=O	-4	1	3	1	-1	5	-2	-30	4
O=C(NCCC(F)(F)F)C1Cc2c(-c3ccccc3Oc3ccccc3)ccnc2O1 (stereo not drawn)	-5	2	-4	0	-1	-6	9	-4	6
COC(=O)CC1COc2ccccc2N1C(=O)c1ccc(OC)cc1 (stereo not drawn)	-7	0	5	-11	-4	9	5	4	5
Cc1sc(NC(=O)CN2CCCC2)nc1-c1ccc2c(c1)CCN2C(=O)c1ccc(F)cc1	-9	2	5	-18	0	-4	3	-5	10
COc1ccc(C(C(=O)NC2CCCC2)N(C(=O)c2ccco2)c2cc3c(cc2C(C)=O)OCO3)cc1OC (stereo not drawn)	3	2	15	-6	-2	6	2	-17	0
O=C(C1CCC1)N(CCc1ccccc1)Cc1nc2ccccc2c(=O)[nH]1	-2	3	5	-5	3	-2	-6	0	15
CCn1c(SCC(=O)n2nc(C)cc2C)nnc1-c1ccc2c(c1)OCO2	-4	0	9	-8	0	1	1	-1	5
CCOC(=O)c1c(C)oc2ccc(O)c(CN(C)C)c12	-1	1	5	-17	-2	4	-1	-10	7
O=C(CCN1C(=O)/C(=C/c2cccs2)SC1=S)Nc1ccc(C(=O)O)cc1	-5	2	11	-8	-6	-5	16	4	-1
Cc1nc2ccccc2c2nc(N)nn12	-2	1	11	-7	1	-2	0	0	14
O=C(c1ccc(Br)s1)N1CCc2ccccc2C1	1	1	11	0	-7	19*	-4	-2	4
Cc1ccc(S(=O)(=O)N2CCOCC2)cc1C(=O)Nc1ccc(-c2cn3ccsc3n2)cc1	0	12	-5	23	-1	-21	7	4	18
Cc1ccc(S(=O)(=O)NCC(C)NC(=O)CN2CCOCC2)cc1 (stereo not drawn)	1	0	4	-7	-1	-1	10	2	-1
Cc1ccc(CNC(=O)CC(C)S(=O)(=O)c2cc3c(cc2C)NC(=O)CO3)cc1 (stereo not drawn)	-2	2	4	-4	0	-2	3	-10	1

Reformatted as comma-separated lines: part of the list above
SMILES,CHRM1 agonist,CHRM4 agonist,CHRM1 PAM,M1 antag,CHRM5 agonist,CHRM5 PAM,CHRM5 antagonist,CHRM4 antagonist,TAAR1 agonist
O=C(c1ccc(Br)s1)N1CCc2ccccc2C1,1,1,11,0,-7,19*,-4,-2,4
COc1ccccc1CNC(=O)C(CC(C)C)NS(=O)(=O)c1ccc2c(c1)oc(=O)n2C (stereo not drawn),-6,0,1,-4,1,-5,0,-22,5

Other results
SMILES	CHRM1 agonist	CHRM4 agonist	CHRM1 PAM	M1 antag	CHRM5 agonist	CHRM5 PAM	CHRM5 antagonist	CHRM4 antagonist	TAAR1 agonist
O=C(O)c1ccc(C2Nc3ccccc3C(=O)N2Cc2ccccc2)cc1 (stereo not drawn)	-4	1	6	-6	-3	7	-4	-8	0
Cc1ccc(C(=O)NCC(=O)O)cc1S(=O)(=O)N1CCCCC1	-2	1	6	-4	0	6	-8	1	12
Cc1ccc(CCNC(=O)C2CCN(S(=O)(=O)N3CCCCC3)CC2)cc1	2	1	5	-1	-1	-3	10	0	7
CCOC(=O)C1CCN(C(=O)c2cc(-c3ccncc3)nc3ccccc23)CC1	-1	18	4	-10	7	-22	5	1	12
COc1cccc2cc(C(=O)NCc3ccc(C)cc3)c(=N)oc12	-1	1	-7	24	-7	-7	24	-1	2
COC(=O)C1=C(C)N(C)C(=O)NC1c1ccccc1 (stereo not drawn)	-2	1	14	-10	-3	3	-7	-8	9
COc1ccc(NC(=O)C2CCCN2C(=O)Nc2ccccc2)cc1OC (stereo not drawn)	-4	1	-1	8	1	-4	8	17	5
NC(=O)CCN1CCN(C(=O)c2ccc3nc(Cc4cccc(Cl)c4)oc3c2)CC1	-4	1	11	-13	-1	5	-2	-1	0
COCCN1C(=O)N[C@@H](c2cccs2)C(C(=O)OC)=C1C	-2	1	3	4	4	0	6	7	5
CC1(C)Cc2ccccc2-c2nc(NCCCO)[nH]c(=O)c21	-1	1	7	-2	0	0	12	11	1
CC(=O)N1Cc2cc(C(=O)NCC(F)(F)F)nc(-c3cccc(-c4cccnc4)c3)c2[C@@H]1CCO	nt	0	nt	nt	1	-6	9	-9	13
COc1ccc(C2/C(=C(/O)c3ccccc3)C(=O)C(=O)N2CC(C)O)c(OC)c1 (stereo not drawn)	-2	2	9	-2	-1	-4	16	21	2
Cn1c(CN2CCCCC2)nc2cc(NC(=O)c3cccs3)ccc21	-9	1	-3	-2	-4	6	-7	6	-1
CCNS(=O)(=O)c1ccc(NC(=O)c2ccccc2OCC)cc1	-7	13	-1	-4	0	-17	17	8	8
Nc1nonc1-n1nnc(C(=O)N/N=C/c2cccc(Cl)c2Cl)c1CN1CCCC1	-1	-1	6	-7	-1	3	-2	-2	0

An excerpt (hit frequency here may not be typical).
